CHT allo act: allosteric activators of human choline transporter CHT; Q9GZV3; CHT-expressing cells, membrane potential dye, choline EC20; hits give high values; LV-AA mutant CHT in HEK293 cells; B-score at 10 µM; hit rate 0.49% among 310,000;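 active = initial fluorescence not abnormally high and integrated response B-score, plate-corrected, over 3 SD above library mean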
Target sequence (Q9GZV3 whole entry, looked up): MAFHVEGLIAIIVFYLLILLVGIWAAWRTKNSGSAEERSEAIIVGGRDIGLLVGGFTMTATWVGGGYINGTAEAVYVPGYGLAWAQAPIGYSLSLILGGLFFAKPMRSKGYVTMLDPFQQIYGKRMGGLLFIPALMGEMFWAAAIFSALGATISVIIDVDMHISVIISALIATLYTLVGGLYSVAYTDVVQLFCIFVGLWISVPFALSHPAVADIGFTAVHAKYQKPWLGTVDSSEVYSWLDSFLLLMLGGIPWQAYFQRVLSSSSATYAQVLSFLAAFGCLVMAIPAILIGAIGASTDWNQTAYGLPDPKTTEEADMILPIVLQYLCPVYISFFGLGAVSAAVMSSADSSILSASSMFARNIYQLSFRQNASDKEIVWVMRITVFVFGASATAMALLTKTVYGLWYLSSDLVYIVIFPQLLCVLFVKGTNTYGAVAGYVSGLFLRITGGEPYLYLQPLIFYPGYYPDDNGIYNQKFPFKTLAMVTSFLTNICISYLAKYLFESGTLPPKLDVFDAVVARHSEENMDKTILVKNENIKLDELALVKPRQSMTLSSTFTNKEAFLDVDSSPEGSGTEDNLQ
OX1R antag: antagonists of human orexin 1 receptor. CHO/OX1R cells, Fluo-8 calcium fluorescence, orexin A. inhibition, % at 5 µM. hit rate 0.43% among 330,000;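 active = inhibition above its plate's threshold, mean inhibition of all tested compounds on the plate plus 3 SD, cut at about 37% in these data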;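 also: 0% = orexin A challenge wells and 100% = SB-334867-A antagonist wells; not every result past the cut was called active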
Target sequence (O43613 whole entry, looked up): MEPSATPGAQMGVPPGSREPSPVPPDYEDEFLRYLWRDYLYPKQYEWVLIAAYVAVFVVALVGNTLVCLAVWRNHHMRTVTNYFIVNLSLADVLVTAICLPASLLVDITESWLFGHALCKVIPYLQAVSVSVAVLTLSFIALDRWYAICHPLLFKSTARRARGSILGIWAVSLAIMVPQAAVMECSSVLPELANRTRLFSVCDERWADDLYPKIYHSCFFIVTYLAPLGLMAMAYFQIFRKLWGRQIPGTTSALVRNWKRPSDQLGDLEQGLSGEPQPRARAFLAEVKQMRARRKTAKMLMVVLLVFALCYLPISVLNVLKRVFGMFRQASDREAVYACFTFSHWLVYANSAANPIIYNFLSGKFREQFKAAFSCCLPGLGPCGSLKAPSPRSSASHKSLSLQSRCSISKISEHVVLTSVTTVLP
Starred values were filed as active, the others as inactive; i = inactive; . = not tested or not shown.

O=C(COC(=O)CC1CC2CCC1C2)NC(=O)NCc1ccco1 (configuration not stated)
  CHT allo act: i; OX1R antag: -8
O=C(COC(=O)c1ncc(Cl)c(Cl)c1Cl)Nc1ccccc1OC(F)F
  CHT allo act: i; OX1R antag: -17
O=C(COC(=O)c1cc(S(=O)(=O)N2CCOCC2)ccc1F)c1ccccc1
  CHT allo act: .; OX1R antag: -5
CC(C)OC(=O)c1ccc(N2CCN(c3ccc(F)cc3)CC2)nc1
  CHT allo act: i; OX1R antag: -27
Cc1ccc2oc(=O)c3cnn(CC(=O)N(CCN(C)C)Cc4ccco4)c3c2c1
  CHT allo act: i; OX1R antag: -30
O=C(Nc1ccc(S(=O)(=O)Nc2nccs2)cc1)C(F)(F)F
  CHT allo act: i; OX1R antag: -7
Cc1ccc(S(=O)(=O)N2CCN(C(=O)[C@H](Cc3ccccc3)NC(=O)c3ccco3)CC2)cc1C
  CHT allo act: .; OX1R antag: -4
O=C(NC1CCN(C(=O)NC2CCCCC2)CC1)c1ccco1
  CHT allo act: i; OX1R antag: -11
CC(C(=O)O)c1n[nH]c(=O)c2ccccc12 (configuration not stated)
  CHT allo act: i; OX1R antag: -3
CCN(CCn1cccn1)C(=O)CC1C(=O)NCCN1Cc1ccc(OC)c(OC)c1 (configuration not stated)
  CHT allo act: i; OX1R antag: -5
Cc1ccc(CC2SC(=O)NC2=O)cc1Cl (configuration not stated)
  CHT allo act: i; OX1R antag: 6
CC(Sc1nnc(-c2ccco2)o1)C(=O)Nc1ccc(OC(F)F)cc1 (configuration not stated)
  CHT allo act: .; OX1R antag: -1
O=C(NCCN1CCCCC1)Nc1ccc(F)cc1
  CHT allo act: i; OX1R antag: -1
COc1ccc(N2CCN(C(=O)c3ccc(OCc4c(C)noc4C)c(OC)c3)CC2)cc1
  CHT allo act: i; OX1R antag: -15
COc1cc(OC)c(OC)cc1/C=N/NC(=O)c1ccc(=O)n(C)c1
  CHT allo act: i; OX1R antag: -13

CCNC(=O)N(C)C[C@H]1N[C@@](Cc2ccccc2)(C(=O)OC)[C@H]2C(=O)N(C)C(=O)[C@@H]12
  CHT allo act: .; OX1R antag: -1
COCCN(C(=O)CN1CCc2ccccc21)c1c(N)n(Cc2ccccc2)c(=O)[nH]c1=O
  CHT allo act: .; OX1R antag: -21
CCN1C(=NCCc2cccnc2)N[C@@H](c2ccccc2)[C@H](C(=O)OC)[C@H]1C
  CHT allo act: 6.5*; OX1R antag: 8
Cc1nn(-c2ccccc2)c(N2CCCCC2)c1/C=N/O
  CHT allo act: i; OX1R antag: -22
COc1ccc(C(=O)O)cc1S(=O)(=O)N(C)C
  CHT allo act: i; OX1R antag: 8
CCc1cccc(NC(=O)c2cnn(-c3ccccc3)c2C)c1
  CHT allo act: i; OX1R antag: -15
CN(C)C(=O)CCc1ccc2c3c([nH]c2c1)[C@]1(C)[C@@H](C(=O)N2CCCCC2)C[C@H](CC(=O)NCc2cccc(C(F)(F)F)c2)C(=O)N1CC3
  CHT allo act: .; OX1R antag: -28
Nc1ccc(C(=O)N/N=C2\CCCc3c2[nH]c2ccccc32)cc1
  CHT allo act: i; OX1R antag: -22
Cc1ccccc1C(=O)Nc1ccccc1C(=O)NC1CC1
  CHT allo act: i; OX1R antag: -24
COc1ccc(CNC(=O)COC(=O)c2cc(S(=O)(=O)N3CCOCC3)ccc2O)cc1OC
  CHT allo act: .; OX1R antag: -10
CCCn1nnnc1NCc1ccc(F)cc1
  CHT allo act: i; OX1R antag: -8
COCC1CCN(C(=O)c2cc(COc3ccc(F)cc3F)on2)C1 (configuration not stated)
  CHT allo act: i; OX1R antag: -5
CC1CCN(c2c([N+](=O)[O-])c(=O)oc3ccccc23)CC1
  CHT allo act: i; OX1R antag: 3
COc1ccc(CNC(=O)c2cccc(S(=O)(=O)N3CCN(C)CC3)c2)cc1
  CHT allo act: i; OX1R antag: -34
Cc1cc(NC(=O)c2ccccc2Cl)n(C(C)(C)C)n1
  CHT allo act: i; OX1R antag: 4

Cc1cc2nnc(SCC(=O)OC(C)C)n2c2ccccc12
  CHT allo act: i; OX1R antag: -31
COc1ccc2[nH]c(C(=O)NCCN3CCCCC3)cc2c1
  CHT allo act: i; OX1R antag: -6
Cc1ccc(NC(=O)c2ccc(-c3nn(C)c(=O)c4ccccc34)cc2)c(C)c1
  CHT allo act: i; OX1R antag: -25
CCC(C)(C)n1nnnc1C(c1cccnc1)N1CCN(c2cccc(C(F)(F)F)c2)CC1 (configuration not stated)
  CHT allo act: i; OX1R antag: -34
CCCCOC(=O)C(C)Nc1n[nH]c(=O)[nH]c1=O (configuration not stated)
  CHT allo act: i; OX1R antag: -3
CCSc1nc(=S)cc(C)[nH]1
  CHT allo act: i; OX1R antag: -21
CC12CCC(C(=O)Nc3ccccc3N3CCOCC3)(CC1=O)C2(C)C (configuration not stated)
  CHT allo act: i; OX1R antag: -18
COCC(C)n1c(C)cc(C(=O)COc2ccc(S(=O)(=O)N3CCOCC3)cc2Cl)c1C (configuration not stated)
  CHT allo act: i; OX1R antag: -20
COC(=O)c1ccc(C)c(NC(=O)CCSc2ccc(C)cc2)c1
  CHT allo act: i; OX1R antag: -15
COC(=O)c1ccc(NC(=O)c2cccc(N3C(=O)C4C5C=CC(C6CC56)C4C3=O)c2)cc1 (configuration not stated)
  CHT allo act: i; OX1R antag: -23
COc1ccccc1NC(=O)c1ccc2nc(C)c(C)nc2c1
  CHT allo act: i; OX1R antag: -13
Cc1cc(C)c(C#N)c(SCc2nc3ccccc3[nH]2)n1
  CHT allo act: i; OX1R antag: -37
Cc1ccc2c(c1)c1c3n2CCN=C3CCC1
  CHT allo act: i; OX1R antag: -11
CCOC(=O)C1CCCN(C(=O)Cn2c(=O)c3cccn3c3cccnc32)C1 (configuration not stated)
  CHT allo act: i; OX1R antag: -11
Nc1nnnn1/N=C/c1cccc(OCc2ccccc2Cl)c1
  CHT allo act: i; OX1R antag: -19

CCN1C(=O)/C(=C2/Sc3ccc(OC)cc3N2C)SC1=Nc1ccc(OC)cc1
  CHT allo act: i; OX1R antag: -2
CCN1CCN(C(=O)Nc2cccc3ccccc23)CC1
  CHT allo act: i; OX1R antag: -15
COc1ccc2c(c1OC)C(=O)OC2N1C(=O)CC[C@H]1C(=O)Nc1ccc(F)cc1F (some centres not stated)
  CHT allo act: i; OX1R antag: -16
Cc1ccc2oc(=O)cc(CN3CCN(Cc4ccccc4)CC3)c2c1
  CHT allo act: i; OX1R antag: -49
COc1ccc(CCNC(=O)COc2ccc(S(=O)(=O)NCC(C)C)cc2Cl)cc1OC
  CHT allo act: i; OX1R antag: -2
Cc1cc(C)c2c(c1)NC(C(=O)O)C1CC=CC21 (configuration not stated)
  CHT allo act: i; OX1R antag: -4
COc1cccc(N2CCN(S(=O)(=O)c3ccc(-c4cnc(C5CC5)o4)cc3)CC2)c1
  CHT allo act: i; OX1R antag: 2
COc1ccc2[nH]c(C)c(CCNc3ccc(C(F)(F)F)cc3[N+](=O)[O-])c2c1
  CHT allo act: i; OX1R antag: -30
O=C1NC(c2ccccc2)=C(c2nc3ccccc3s2)C(c2ccc(F)cc2)N1 (configuration not stated)
  CHT allo act: i; OX1R antag: -36
O=C(c1cccc2ccccc12)N1CCCCC1
  CHT allo act: i; OX1R antag: -10
COc1cccc(-c2nnc3sc(C4CCCCC4)nn23)c1
  CHT allo act: i; OX1R antag: -37
COc1cccc(NC(=O)NCCC2=CCCCC2)c1
  CHT allo act: i; OX1R antag: -3
CCCCOc1ccc(N(CC(=O)NCc2ccccc2)C(=O)c2csnn2)cc1
  CHT allo act: i; OX1R antag: -18
CCCCn1c(SCC(=O)NC(=O)Cc2ccccc2)nc2ccccc2c1=O
  CHT allo act: .; OX1R antag: -35
Cc1cc(N2CCN(S(=O)(=O)c3ccc(Br)cc3)CC2)n2ncnc2n1
  CHT allo act: i; OX1R antag: -19

OC1(c2ccc(F)cc2)CCN(Cc2nnnn2Cc2cccs2)CC1
  CHT allo act: i; OX1R antag: 0
O=C(NCC1CCCO1)c1cnn2c1NC(c1ccccc1)CC2C(F)(F)F (configuration not stated)
  CHT allo act: i; OX1R antag: -28
O=C(NCCN1CCOCC1)c1c(O)nc2sccn2c1=O
  CHT allo act: i; OX1R antag: -11
Cc1ccc(C)c(C(=O)Nc2c(C(N)=O)oc3ccccc23)c1
  CHT allo act: i; OX1R antag: -29
COC(=O)c1ccccc1NC(=O)c1sc(N)nc1C
  CHT allo act: i; OX1R antag: -28
CC(=O)C[C@H](O)CC(=O)[C@@H]1OC(=O)CCCCCCc2ccccc21
  CHT allo act: .; OX1R antag: -10
Cc1nnc2ccc(Oc3ccc(-c4ccccc4)cc3)nn12
  CHT allo act: i; OX1R antag: 0
COc1ccc(NC(=O)N2Cc3ccccc3CC2C(=O)NC(C)(C)C)cc1 (configuration not stated)
  CHT allo act: i; OX1R antag: -36
O=C(NCC1(N2CCCCC2)CCCCC1)c1ccc(NS(=O)(=O)c2ccc(F)cc2)cc1
  CHT allo act: i; OX1R antag: -11
Cc1nn(CC(=O)NCCCN2CCN(Cc3ccccc3)CC2)c(=O)c2cc(-c3ccccc3)nn12
  CHT allo act: i; OX1R antag: 3
CCn1cc(C(=O)OC)c(=O)c2ccc(C)nc21
  CHT allo act: 12*; OX1R antag: -4
COc1ccc(OC)c(CNC(=O)CCS(=O)(=O)c2ccc3c(c2)oc(=O)n3C)c1
  CHT allo act: i; OX1R antag: -25
O=C(Cn1cc2c(n1)CCCCC2)NCc1cccs1
  CHT allo act: i; OX1R antag: 6
CC(C)C(=O)Nc1ccccc1N1CCN(C(=O)c2ccccc2)CC1
  CHT allo act: i; OX1R antag: -12
CCN(CC)S(=O)(=O)c1cc(NC(=O)c2ccc3c(c2)NC(=O)C(C)S3)ccc1C (configuration not stated)
  CHT allo act: .; OX1R antag: 22

O=C(c1ccc2c3c(cccc13)CC2)C1CCCN(Cc2ccccn2)C1 (configuration not stated)
  CHT allo act: i; OX1R antag: -22
CCCCCOc1ccccc1C(=O)NCCCC(=O)O
  CHT allo act: i; OX1R antag: -10
O=C(N/N=C/c1ccc(Cl)cc1Cl)c1cccc(F)c1
  CHT allo act: i; OX1R antag: -23
Cc1ccc(-c2csc3nc(CSc4nnc(-c5ccc(Cl)cc5)n4C)[nH]c(=O)c23)cc1
  CHT allo act: i; OX1R antag: -38
CCc1ccc(N(C(=O)c2csnn2)C(C(=O)NC(C)(C)C)c2ccncc2)cc1 (configuration not stated)
  CHT allo act: i; OX1R antag: -8
Cc1ccc(C(=O)c2nc(C(=O)NCCO)nc3ccccc23)cc1
  CHT allo act: .; OX1R antag: 1
CC[C@H](C)[C@H](NC(N)=O)C(=O)Nc1ccc(C)cc1
  CHT allo act: i; OX1R antag: -13
CCS(=O)(=O)Nc1cccc(-c2cn3c(n2)SCC3)c1
  CHT allo act: i; OX1R antag: -24
O=C(O)CNC(=O)C1COc2ccccc2O1 (configuration not stated)
  CHT allo act: i; OX1R antag: -11
CC1(C)CC(=O)C=C(Nc2ccc(Br)cc2F)C1
  CHT allo act: i; OX1R antag: -27
COCCNC(=O)CNC(=S)N(Cc1ccccc1)Cc1cccnc1
  CHT allo act: i; OX1R antag: 1
COc1cccc(N2CCN(C(=O)C3CCCN(c4ncnc5c4nc4n5CCCCC4)C3)CC2)c1 (configuration not stated)
  CHT allo act: i; OX1R antag: -29
COc1cc(NC(=O)C(C)Oc2ccccc2)cc(OC)c1 (configuration not stated)
  CHT allo act: i; OX1R antag: -14
CCc1ccc(OCC(=O)N/N=C(\C)c2ccc3c(c2)OCCO3)cc1
  CHT allo act: i; OX1R antag: -14
Cc1ccc(C(=O)NCC(=O)OCC(=O)c2c(N)n(C)c(=O)n(C)c2=O)s1
  CHT allo act: i; OX1R antag: 1

CCC(C)c1ccccc1N1CC(C(=O)N2CCN(S(=O)(=O)c3ccccc3Br)CC2)CC1=O (configuration not stated)
  CHT allo act: i; OX1R antag: -26
NC(=O)C1CNc2ccccc2O1 (configuration not stated)
  CHT allo act: i; OX1R antag: -20
COc1ccc(NC2CCCN(C(=O)c3ccc(OC)cc3OC)C2)cc1 (configuration not stated)
  CHT allo act: i; OX1R antag: -8
O=C(CCN1C(=O)C2CC=CCC2C1=O)OCC(=O)c1ccc(F)cc1 (configuration not stated)
  CHT allo act: .; OX1R antag: -10
Nc1ccc(C(=O)NC2CCSc3ccccc32)cc1[N+](=O)[O-] (configuration not stated)
  CHT allo act: i; OX1R antag: -9
COc1cccc(NC(=S)NC(=O)c2cccnc2)c1
  CHT allo act: i; OX1R antag: -20
NS(=O)(=O)c1ccc(CCNC(=O)CN2CCN(c3cccc(Cl)c3)CC2)cc1
  CHT allo act: i; OX1R antag: -18
COc1ccc(CCC(=O)N(C)CC(=O)Nc2ccc(N3CCOCC3)cc2)cc1
  CHT allo act: i; OX1R antag: -1
O=C(O)C(Cc1ccccc1)NC(=O)C(Cc1ccccc1)NC(=O)C12CC3CC(CC(C3)C1)C2 (configuration not stated)
  CHT allo act: i; OX1R antag: -2
Cc1ccc(/C(N)=N/OC(=O)c2cccc(F)c2)cc1
  CHT allo act: i; OX1R antag: 1
Cc1ccc([N+](=O)[O-])cc1S(=O)(=O)Nc1cccc(-c2ccc(N3CCCC3)nn2)c1
  CHT allo act: i; OX1R antag: -15
COc1ccc(-c2nnc(C(C)Nc3cccc(C(=O)NC4CC4)c3)o2)cc1 (configuration not stated)
  CHT allo act: .; OX1R antag: -16
O=C(CNS(=O)(=O)c1ccc(Br)s1)NCc1ccccc1
  CHT allo act: i; OX1R antag: -30
O=C(NCc1ccc2c(c1)OCO2)c1cc(S(=O)(=O)N2CCCCC2)ccc1F
  CHT allo act: i; OX1R antag: -10
C=CCc1cc(C=O)cc(OCC)c1O
  CHT allo act: i; OX1R antag: -7

O=[N+]([O-])c1cc(CN2CCCC2)ccc1Sc1ccc(Cl)cc1
  CHT allo act: i; OX1R antag: -26
Cc1nnc(SCC(=O)c2cc(C)n(-c3ccc4c(c3)OCO4)c2C)s1
  CHT allo act: i; OX1R antag: 0
CN(CC(=O)NCc1cccc(F)c1)C(=O)c1ccco1
  CHT allo act: i; OX1R antag: -9
O=C(/C=C/c1ccccc1[N+](=O)[O-])Nc1ccc(S(=O)(=O)Nc2ncccn2)cc1
  CHT allo act: i; OX1R antag: -12
